Assay outcomes (PubChem BioAssay)
H1N1 NS1A inhibition: NS1A inhibition, H1N1 influenza, cell based functional assay (AID 504329); NS1A functional cell-based assay, percent inhibition; higher % means a stronger effect; inhibition, % at 12.5 µM, or IC50 in µM where a hit was titrated; actives 0.3% (n = 340,000); in the data active means a potency from the dose series; inconclusive means inhibition above about 27% without an active follow-up result; further: strong numbers were not always called active
Salmonella PhoP GFP: PhoP regulon inhibitors, Salmonella typhi PhoP promoter GFP reporter, confirmatory (AID 1850) | actives 0.33% (n = 310,000) | one-dose inhibition, % at 50 µM; IC50 in µM for titrated hits | Salmonella Typhi PhoP-promoter GFP reporter, fluorescence, 4 h; higher % means a stronger effect; in the data active means a potency from the dose series; inconclusive means inhibition mostly from about 25% at the one dose, without a potency; inactive means the rest, 99 in 100 with inhibition below about 19%;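 further: 0% = induced wells with vehicle and 100% = uninduced wells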
inhibitors of VEEV: inhibitors of VEEV TC-83 cytopathic effect, confirmation, Vero cells (AID 588727) | Vero cells, VEEV TC-83 cytopathic effect inhibition; higher % means a stronger effect | inhibition, % at 20 µM, or IC50 in µM where a hit was titrated | actives 0.13% (n = 350,000); in the data active means a potency from the dose series; inconclusive means inhibition mostly from about 14% at the one dose, without a potency; inactive means the rest, 99 in 100 with inhibition below about 12%; further: strong numbers were not always called active
H37Rv inhibition: M. tuberculosis growth inhibition, HTS (AID 449762); M. tuberculosis H37Rv growth inhibition, 7H9 media; higher % means a stronger effect; inhibition, % at 25 µM; hits with a dose series show IC50 in µM; actives 0.59% (n = 330,000); in the data active means a potency from the dose series; inconclusive means inhibition above about 70% without an active follow-up result;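 further: bacterial growth assessed after seven days of incubation; strong numbers were not always called active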
M. tuberculosis: growth inhibition of non-replicating M. tuberculosis (AID 488890) | Mycobacterium tuberculosis non-replicating, growth inhibition; higher % means a stronger effect | one-dose inhibition, % at 25 µM; IC50 in µM for titrated hits | actives 0.39% (n = 320,000); in the data active means a potency from the dose series; inconclusive means inhibition mostly from about 82% at the one dose, without a potency; inactive means the rest, 99 in 100 with inhibition below about 76%;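 further: plate controls were DMSO cells for no effect and high antibiotic wells for full effect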
inhibitors of VEEV 10K pilot screen: also measured in inhibitors of VEEV; calls as there; inhibition, %; measured here: 10K pilot screen inhibition
* marks the source's active call; other numbers are inactive results; i = inactive; ? = inconclusive; . = not tested or not shown. The order is random; 1.6% or so of the library scored in one or more.

Sample of the layout (6 entries):
SMILES	H1N1 NS1A inhibition	Salmonella PhoP GFP	inhibitors of VEEV	H37Rv inhibition	M. tuberculosis	others
CC(C)(C)OC(=O)N1CCC(c2c(C(=O)O)cnn2-c2ccccc2Cl)CC1	-1%	6%	1.5%	-3%	5%
CCCCN(C(=O)CCC(=O)Nc1cc(C)on1)C(C(=O)NC1CCCC1)c1ccc(F)cc1 (stereo unspecified)	-20%	2%	i	1%	5%
CC(C)=CCC/C(C)=C/CNC(=O)C[C@H]1C[C@H](C(=O)N2CCCCC2)[C@@]2(CCc3ccccc3)c3[nH]c4cc(CCC(=O)N(C)C)ccc4c3CCN2C1=O	21%	.	0.9%	.	.
N#C/C(=N\Nc1ccc(Cl)cc1)C(=O)c1ccsc1	4%	-15%	4.4%	1%	?
CCc1nc(NC(=O)c2sc(C)nc2C)sc1C(=O)OC	7%	1%	1.1%	-7%	11%
COc1ccc(C2NC(c3ccc(OC)cc3)C(c3ccccc3)C(=O)C2c2ccccc2)cc1 (stereo unspecified)	0%	-1%	0.9%	19%	28%

Results, from the start:
SMILES	H1N1 NS1A inhibition	Salmonella PhoP GFP	inhibitors of VEEV	H37Rv inhibition	M. tuberculosis	others
CC(C)(C)OC(=O)N1CCC(c2c(C(=O)O)cnn2-c2ccccc2Cl)CC1	-1%	6%	1.5%	-3%	5%
CCCCN(C(=O)CCC(=O)Nc1cc(C)on1)C(C(=O)NC1CCCC1)c1ccc(F)cc1 (stereo unspecified)	-20%	2%	i	1%	5%
CC(C)=CCC/C(C)=C/CNC(=O)C[C@H]1C[C@H](C(=O)N2CCCCC2)[C@@]2(CCc3ccccc3)c3[nH]c4cc(CCC(=O)N(C)C)ccc4c3CCN2C1=O	21%	.	0.9%	.	.
N#C/C(=N\Nc1ccc(Cl)cc1)C(=O)c1ccsc1	4%	-15%	4.4%	1%	?
CCc1nc(NC(=O)c2sc(C)nc2C)sc1C(=O)OC	7%	1%	1.1%	-7%	11%
COc1ccc(C2NC(c3ccc(OC)cc3)C(c3ccccc3)C(=O)C2c2ccccc2)cc1 (stereo unspecified)	0%	-1%	0.9%	19%	28%
Cc1ccc(N(CC(=O)Nc2c(C)n(C)n(-c3ccccc3)c2=O)S(C)(=O)=O)cc1C	-2%	35%	1.4%	3%	-1%
O=C(Oc1ccccc1C(=O)Oc1ccccc1)c1cccnc1	0%	8%	2.7%	68%	?
C=C(C)C(COc1c2occc2cc2ccc(=O)oc12)OC(C)(C)C(O)COc1c2occc2cc2ccc(=O)oc12 (stereo unspecified)	-8%	.	6.7%	1%	2%
O=c1c(-c2ccc(O)cc2)coc2c([C@@H]3O[C@H](CO)[C@@H](O)[C@H](O)[C@H]3O)c(O)ccc12	-21%	.	i	-14%	-3%
O=C(N/N=C/c1coc2ccc(Cl)cc2c1=O)c1ccncc1	2%	-4%	7.8%	?	64%
CCOc1ccc(OCCN2C(=O)c3ccccc3C2=O)cc1	-3%	-3%	2.7%	-5%	10%
CC(c1ccco1)N(C(=O)c1ccc(Cl)c([N+](=O)[O-])c1)c1ccccn1 (stereo unspecified)	5%	3%	7.6%	-1%	-3%
COC(=O)c1[nH]c2cccc(OC)c2c1NC(=O)CN1CCOCC1	-11%	2%	0.7%	-3%	1%
O=C(CN(Cc1ccc2c(c1)OCO2)C(=O)CNS(=O)(=O)c1ccccc1)NCc1ccco1	-1%	-6%	5.1%	4%	-5%
CSc1ncccc1C(=O)N1CCCC(CCC(=O)NCc2ccccc2F)C1 (stereo unspecified)	1%	-7%	i	4%	5%
CCOc1ccc(NC(=O)Cn2nnc(-c3ccc(C(N)=O)cc3)n2)cc1S(=O)(=O)N1CCCC1	3%	.	6.8%	.	.
CCOc1ccc(C(=O)N2CCN(S(=O)(=O)c3ccc4c(c3)OCCO4)CC2)cc1OCC	-2%	.	0.8%	.	.
CCCOc1ccc(C(=O)NCCCn2ccnc2)cc1	-5%	-7%	0.6%	-5%	-8%
CC(=O)Nc1ccc(N=Cc2ccc(OCc3ccccc3)cc2)cc1	-2%	-3%	1.0%	-4%	63%
COc1cccc(/C=N/NC(=O)CNC(=O)/C=C\c2ccccc2)c1O	-3%	9%	?	0%	17%
COc1ccc(NCCC(O)c2ccc(Cl)cc2)cc1 (stereo unspecified)	4%	2%	0.2%	3%	?
CCCCCOc1ccc(CN2CCOCC2)cc1Cl	-1%	-11%	i	.	70%
Cc1cc(O)c(N=Nc2ccc(C(=O)O)cc2)cc1C	-2%	.	1.9%	.	.
C[C@H]1O[C@H](O[C@H]2[C@H](O)[C@@H](O)[C@@H](O[C@H]3[C@H](O)[C@@H](O)C(O)O[C@@H]3CO)O[C@@H]2CO)[C@H](O)[C@@H](O)[C@@H]1N[C@H]1C=C(CO)[C@@H](O)[C@H](O)[C@H]1O (stereo partly specified)	.	-10%	.	1%	-1%
Cc1ccccc1OCCC(=O)OCC(=O)Nc1ccc(N2CCOCC2)cc1	-4%	-15%	0.6%	-5%	55%
COC(=O)C(=Cc1ccc(-c2ccsc2C(=O)OC)o1)C(=O)OC	-11%	5%	14%	7%	44%
Cc1nn2c(NCc3cccnc3)c3c(nc2c1-c1ccccc1)CCC3	-23%	3%	2.0%	17%	21%
O=C(Nc1cccc(C(=O)N2CCN(Cc3ccccc3)CC2)c1)c1ccccc1	1%	8%	0.3%	-5%	13%
CCCCCCCC1CC(/C(C)=N/NC(N)=O)OC1=O (stereo unspecified)	-8%	4%	i	-2%	72%
COc1ccc(S(=O)(=O)N2CCC(C(=O)N3CCCC3)CC2)cc1	-2%	2%	0.4%	0%	-8%
COc1ccc(/C=C2\C(=O)c3ccccc3OC2c2ccccc2)cc1 (stereo unspecified)	3%	17%	4.2%	3%	12%
O=C(CCNC(=O)c1ccc(Cl)cc1)Nc1ccc(S(=O)(=O)N2CCCCC2)cc1	-5%	-3%	1.7%	-4%	-8%
O=C(CSc1ccc2c(c1)OCCO2)NC(=O)Cc1ccccc1	-6%	-1%	0.1%	9%	35%
Cc1ccc(C(=O)NCCSC2CCCCC2)cc1S(=O)(=O)Nc1ccccc1	5%	0%	i	-4%	4%
COC(CN1C(=O)C(=O)/C(=C(/O)c2ccccc2)C1c1ccccn1)OC (stereo unspecified)	10%	-9%	0.8%	2%	-31%
CC(C)CN1CCC(=O)N([C@H](CO)Cc2ccccc2)CC1	-3%	2%	i	-11%	0%
COc1ccc(S(=O)(=O)Cc2ccc(C(=O)N3CCN(C4CCCCC4)CC3)o2)cc1	2%	-17%	0.9%	-4%	.
CCN(C(=O)COC(=O)c1cc(=O)[nH]c2ccccc12)c1c(N)n(Cc2ccccc2)c(=O)[nH]c1=O	2%	.	i	.	.
CCSC1=NC(C)(C)C=C(C)N1	-3%	-1%	4.9%	-4%	0%
COc1ccc(Cl)cc1S(=O)(=O)N1CCCC(C(=O)NCC(N)=O)C1 (stereo unspecified)	7%	10%	0.1%	-6%	-6%
COc1cc(/C=N/NC(=O)c2cccc(N3CCCC3=O)c2)ccc1O	18%	3%	i	-5%	-7%
COc1cc(NC(=O)c2ccco2)c(OC)cc1NC(=O)c1cc(OC)c(OC)c(OC)c1	0%	-11%	14%	-4%	-1%
COc1ccccc1C(=O)COC(=O)Cc1n[nH]c(=O)c2ccccc12	-6%	5%	1.9%	-9%	-8%
COc1ccc(N=C2C(=O)Nc3ccc(C)c(Br)c32)cc1	-7%	-3%	1.8%	?	12%
C=CCSc1nc2sc3c(c2c(=O)n1CC)CCC3	-10%	-5%	0.6%	6%	60%
Cc1onc(-c2c(F)cccc2Cl)c1C(=O)OCc1nnc(-c2ccccc2)o1	-2%	.	1.7%	2%	25%
Cc1ccc(-n2nc3c(N4CCC(C(=O)NCCc5cccs5)CC4)nnc(C)c3c2C)cc1	-1%	1%	i	-1%	10%
O=C1NC(=O)C(CCc2ccncc2)(CCc2ccncc2)C(=O)N1C1CCCCC1	-5%	0%	2.1%	-5%	3%
Nc1nccc(/C=C/c2c(Cl)cccc2Cl)n1	0%	-4%	0.6%	-2%	6%
Cc1cccc(-n2ncc3c(NCCCN4CCCC4=O)ncnc32)c1	2%	-4%	4.6%	11%	12%
Cc1nc([N+](=O)[O-])c(Br)n1Cc1ccc(Cl)c(Cl)c1	-11%	.	28%	.	.
CCc1ccc2c(CN3CCC(C(=O)OC)CC3)cc(=O)oc2c1	-3%	-6%	0.4%	1%	15%
CC1CCCN(C(=O)CN2CCC(c3nc4ccc(Cl)cc4[nH]3)CC2)C1 (stereo unspecified)	-5%	5%	i	1%	9%
CCOc1ccc(NS(=O)(=O)c2ccc(C(=O)NCC(c3cccs3)N3CCOCC3)cc2)cc1 (stereo unspecified)	-6%	3%	2.2%	5%	7%
COc1cc(C(O)P(=O)(OC(C)C)c2ccc(N(C)C)cc2)cc(OC)c1OC (stereo unspecified)	0%	-4%	2.3%	-2%	-9%
CCN(CC)S(=O)(=O)c1ccc(C(=O)OCC(=O)NCc2ccco2)cc1	-1%	11%	2.1%	-6%	-1%
Cc1ccc(C)c(N=Cc2ccc(-c3ccc([N+](=O)[O-])cc3)o2)c1	2%	4%	5.3%	49%	70%
Cc1ccc(CN(C(=O)c2ccccc2C)C2CCS(=O)(=O)C2)o1 (stereo unspecified)	21%	-1%	2.9%	-3%	-11%
Cc1ccccc1-c1nc(C#N)c(N2CCC(C)CC2)o1	1%	-12%	0.6%	5%	7%

By substructure, those above with a cyano group (two)
SMILES	H1N1 NS1A inhibition	Salmonella PhoP GFP	inhibitors of VEEV	H37Rv inhibition	M. tuberculosis	others
N#C/C(=N\Nc1ccc(Cl)cc1)C(=O)c1ccsc1	4%	-15%	4.4%	1%	?
Cc1ccccc1-c1nc(C#N)c(N2CCC(C)CC2)o1	1%	-12%	0.6%	5%	7%

Following part:
SMILES	H1N1 NS1A inhibition	Salmonella PhoP GFP	inhibitors of VEEV	H37Rv inhibition	M. tuberculosis	others
c1csc(C2=NNC(=NC3CCCCC3)SC2)c1	.	4%	0.9%	-3%	-3%
Cn1c(=O)c(C(=O)Nc2ccccn2)c(O)c2ccccc21	1%	7%	2.8%	?	i
CCCCCCSc1cc(-c2nc3ccc(C)cn3c2NCCCC)ccc1OC	-5%	.	i	3%	20%
O=c1c2c([nH]n1-c1ccccc1)CCCC2	3%	-10%	i	-3%	0%
Cc1ccc(CSc2ccc(S(=O)(=O)N3CCOCC3)cn2)cc1	-12%	.	2.5%	2%	5%
CCOc1ccc(C(=O)Nc2ccccc2N2CCOCC2)cc1	6%	11%	1.8%	-1%	20%
C[C@H]1CN=C(Nc2ccccc2)N1CCCC1CCCCC1	-8%	6%	i	4%	63%
O=C(c1ccc(CS(=O)Cc2ccccc2Cl)o1)N1CCN(C2CCCCC2)CC1 (stereo unspecified)	-4%	-1%	1.3%	-1%	0%
CCCCN(CCCC)/C(N)=N/c1nc(C)cc(C)n1	7%	10%	i	-1%	2%
Cc1ccc(Cn2nc(C)c(NC(=O)c3cc(-c4ccc5c(c4)OCO5)on3)c2C)cc1	.	-8%	.	1%	4%
Nc1nc[nH]c(=O)c1N=Cc1ccccc1	16%	12%	0.1%	2%	-8%
COc1cccc(NC(=O)c2ccccc2-c2nc(-c3ccccc3)no2)c1	-6%	-5%	i	2%	1%
O=C(c1ccccc1NS(=O)(=O)c1ccc(Cl)cc1)N1CCc2ccccc21	-1%	-11%	6.8%	7%	23%
O=C(CS(=O)(=O)c1ccccc1)Nc1ccc(S(=O)(=O)Nc2ccccn2)cc1	0%	3%	3.7%	0%	-1%
Cc1ccc(S(=O)(=O)N2CCSCCSCCSCCSCC2)cc1	-3%	.	i	.	.
C=CCSC1=NC(N)=C(C#N)C2(CCCCC2)C1C(N)=O (stereo unspecified)	-22%	-14%	i	2%	-4%
C=CCn1c(CCSCc2ccc(OC)c(C)c2)n[nH]c1=S	1%	9%	1.8%	-4%	-18%
CC1CC(C)(C)NC(=O)O1 (stereo unspecified)	-23%	-8%	i	-12%	-19%
O=C(CCCC(=O)N1CCCC1)N1CCCC1	-8%	-7%	1.9%	-2%	-4%
O=S(=O)(NC1CCCC1)c1cccc(S(=O)(=O)N2CCC(n3nnc4ccccc43)CC2)c1	2%	7%	5.2%	-2%	11%	inhibitors of VEEV 10K pilot screen=3.9
Cc1cccc(CCNC(=O)C2CCC(CNS(=O)(=O)c3cccs3)CC2)c1 (stereo unspecified)	7%	-6%	i	-3%	8%
CC(C)c1ccc(NC(=O)COc2ccc(F)cc2C(=O)c2cnn(-c3ccccc3)c2)cc1	8%	5%	11%	-3%	2%
CCN(CC)S(=O)(=O)c1ccc2c(c1)nc(SCC(=O)N1CCOCC1)n2-c1ccccc1OC	-1%	-1%	4.7%	2%	12%
N#Cc1ccc(CSc2nnc(-c3cccnc3)o2)cc1	-4%	7%	1.9%	3%	i
